Growth percent in the NCI-60 one-dose screen (48 h, 10 µM unless noted): 100 = growth as untreated, 0 = no growth, -100 = all killed.
HL-60(TB) – HL-60(TB) leukemia cells; 9% of 78,000 active; AID 1794776; active = growth percent below 10
Starred values were filed as active, the others as inactive; & = joins results of further samples; [ ] = another dose, or the depositor's remark. Some of the compounds tested; the hit share may differ from the screen's.

molecule	HL-60(TB)
O=S(=O)(NCCCNc1nccc(-c2c(-c3cccc(F)c3)nc3sccn23)n1)c1ccc(F)cc1	103
BrCCOc1ccccc1	98
c1ccc2[nH]c(SSc3nc4ncncc4[nH]3)nc2c1	17
N#C/C(=C\c1ccc(Br)cc1)c1cc2ccccc2[nH]1	98
CCc1ccc(N2CCC(=S)NC2=S)cc1	99
COc1cc2ncnc(Nc3ccc4c(cnn4C(=O)Nc4ccccc4)c3)c2cc1OC	84
Cc1ccc(C(=O)c2oc3ccc4c(C)cc(=O)oc4c3c2C)cc1	7.9*
O=C(CCBr)NC(=O)Nc1ccccc1	96
COc1ccc(-c2cc(-c3ccc(OCc4nc5ccccc5[nH]4)cc3)nc(N)n2)cc1	87
CC(=O)Nc1nc2c(s1)C1=CC[C@H]3[C@@H]4CC[C@H](OC(C)=O)[C@@]4(C)CC[C@@H]3[C@@]1(C)CC2	43
CC(C)(C)CC(=O)O	99
CCOC(=O)C/C(C)=N\NC(=O)c1ccncc1	99
O=C(Nc1cncnc1Oc1cccc(C(F)(F)F)c1)c1ccccc1	125
CC(C)C[C@H](C(=O)N[C@H](C(N)=O)C(C)C)N1CC=CCN(OCc2ccccc2)S1(=O)=O	119[2.5 µM]
Clc1ccc(-c2cc(-c3ccc(Cl)cc3)[o+]c(-c3ccc(Cl)cc3)c2)cc1	99
CCCC(C)C(=O)OC1CCCC1 (stereo unspecified)	124
CC(=O)O[C@H]1CO[C@H]2[C@@H]1OC[C@@H]2Oc1ccc(Nc2ncnc3ccsc23)cc1	103
CCCS(=O)(=O)Nc1cccc(Nc2ncnc3cc(NC(=O)CCl)ccc23)c1Cl	-35*
CSC(=S)c1c(O)[nH]c2ccccc12	112
O=C(O)/C=C/c1cc(O)c2c(c1)[C@@H](C(=O)O)[C@H](c1ccc(O)c(O)c1)O2	107
COc1ccc(/C=C(/C(C)=O)c2ccccc2)cc1	77
Cc1ccc(C(=O)O)s1	120
O=C(Cn1cc[n+](CC(=O)c2ccc(-c3ccccc3)cc2)c1)Nc1cccc2cccnc12	14
Cc1ccc(OCc2ccc(Cl)cc2)cc1	92
COc1cc(/C=C\c2cc(/C=C\c3ccc(O)c(OC)c3)n(C(=O)Nc3ccc(C(F)(F)F)cc3)n2)ccc1O	15
CCCCCCCCCCCC(=O)OCc1ccccc1	97
O=C(Nc1ccccc1)P(=O)(O)c1ccccc1	92
O=C(NC(=S)Nc1nc2ccccc2s1)c1ccc(-n2c(=O)[nH]c3ccccc3c2=O)cc1	104
Cc1nn(-c2ccccc2)c2ncn(CC(=O)NN3C(=O)c4ccccc4C3=O)c(=O)c12	96
COc1ccc(Cn2cc(C(=O)N=Nc3c(O)[nH]c4c(C)cccc34)nn2)cc1	79

Part of the list above, reformatted.
canonical_smiles: COc1cc(/C=C\c2cc(/C=C\c3ccc(O)c(OC)c3)n(C(=O)Nc3ccc(C(F)(F)F)cc3)n2)ccc1O
  HL-60(TB): 15

canonical_smiles: CCCCCCCCCCCC(=O)OCc1ccccc1
  HL-60(TB): 97

canonical_smiles: O=C(Nc1ccccc1)P(=O)(O)c1ccccc1
  HL-60(TB): 92

Arranged by SMILES length (low to high): three of the compounds above
molecule	HL-60(TB)
COc1cc2ncnc(Nc3ccc4c(cnn4C(=O)Nc4ccccc4)c3)c2cc1OC	84
Cc1nn(-c2ccccc2)c2ncn(CC(=O)NN3C(=O)c4ccccc4C3=O)c(=O)c12	96
CC(=O)Nc1nc2c(s1)C1=CC[C@H]3[C@@H]4CC[C@H](OC(C)=O)[C@@]4(C)CC[C@@H]3[C@@]1(C)CC2	43

(listing goes on)
molecule	HL-60(TB)
O=C(/C=C/c1ccc(Cl)nc1)c1ccc(Cl)cc1Cl	67
CCCCOc1ccc(S(=O)(=O)N2CCN(c3nccc(N4CCOCC4)n3)CC2)cc1	32
CCC1(C)CC(=O)NC1=O (stereo unspecified)	106
Cc1ncc(CC(=O)O)c2c1OC(C)(C)OC2	85
COC(=O)C1CC2C(Cl)=C(Cl)C1(Cl)C2(Cl)Cl (stereo unspecified)	102
O=[N+]([O-])c1ccc2c(c1)/C(=C/c1ccc(Cl)cc1)c1ccccc1-2	104
Cc1[nH]c(C2CC(c3ccccc3)=NN2C(=O)C2CCC2)c(C)c1C(=O)NCC(F)(F)F (stereo unspecified)	91
CN(C)c1ccc(/C=C(\C#N)c2cc3ccccc3[nH]2)cc1	22
CC1(C)CC(=O)C(CC2=C(N)CC(C)(C)CC2=O)=C(N)C1	101
O=C(NCCc1c[nH]c2ccccc12)c1ccc(S(=O)(=O)NCc2ccco2)cc1	82
CCN(CC)Cc1c(-c2cccc(OC(F)(F)F)c2)[nH]c2ccc(N3CCCC3)cc2c1=O	73
Cc1ccc(C(=NN=C(N)N)c2ccc(C)cc2)cc1	-28*
c1ccc(N2CCN(CN3CCN(c4ccccc4)CC3)CC2)cc1	107
CCC1(C)N=C(N)Nc2nc3cc(C)c(C)cc3n21 (stereo unspecified)	45
C[C@@H]1[C@H](CCO)[C@H]1CCc1ccccc1	100
NP(=O)(Oc1ccccc1)c1ccccc1 (stereo unspecified)	106
COc1cc(/C=C2/C(=O)Nc3ccc(Cl)cc32)ccc1OCc1ccc(Cl)cc1	102
O=c1nc(-c2ccc(F)cc2)c2cc(-c3cncnc3)ccc2[nH]1	85
O=C(O)c1cn(C2CC2)c2cc(N3CCN(Cn4nc(-c5ccc6ccccc6c5)n(-c5ccccc5)c4=S)CC3)c(F)cc2c1=O	103
CC(=O)c1cc(C(=O)c2ccc3c(c2)NC(=O)CO3)n2ccc3ccccc3c12	95
COc1ccc(/C=N/NC(=O)COc2cc(=O)[nH]c3cc(C)ccc23)cc1	95
CC(=O)Nc1cccc(-c2cccc(NS(=O)(=O)c3cccc4c(N(C)C)cccc34)c2)c1	67
CCCCCSc1nc(N)nc2nc[nH]c12	140
CC(=O)Oc1cccc(OC(C)=O)c1	86
N#Cc1c(NC(=O)c2ccc(C(F)(F)F)cc2)sc2c1CCC(=O)C2	7.7*
CCOCCCn1c(-c2ccoc2C)nnc1N1CCN(C(C)C(F)(F)F)CC1 (stereo unspecified)	100
CNC(=O)c1cc(Oc2ccc3nc(NC(=O)Nc4ccc(Cl)c(Cl)c4)sc3c2)ccn1	79
c1ccc(CSc2nnc(-c3cccnc3)o2)cc1	94
CCOC(=O)c1c(Nc2ccc(S(=O)(=O)Nc3nccs3)cc2)nnc(-c2ccccc2)c1-c1ccccc1	104
N/N=c1\scc(-c2cc3ccccc3oc2=O)n1N	99

Exported with each value named: entries from further up.
COc1ccc(-c2cc(-c3ccc(OCc4nc5ccccc5[nH]4)cc3)nc(N)n2)cc1
  HL-60(TB): 87

CC(=O)Nc1nc2c(s1)C1=CC[C@H]3[C@@H]4CC[C@H](OC(C)=O)[C@@]4(C)CC[C@@H]3[C@@]1(C)CC2
  HL-60(TB): 43

4 neighbouring entries already listed, for reference:
molecule	HL-60(TB)
CNC(=O)c1cc(Oc2ccc3nc(NC(=O)Nc4ccc(Cl)c(Cl)c4)sc3c2)ccn1	79
c1ccc(CSc2nnc(-c3cccnc3)o2)cc1	94
CCOC(=O)c1c(Nc2ccc(S(=O)(=O)Nc3nccs3)cc2)nnc(-c2ccccc2)c1-c1ccccc1	104
N/N=c1\scc(-c2cc3ccccc3oc2=O)n1N	99

New compounds follow
molecule	HL-60(TB)
O=C1CSC(c2ccc(Cl)cc2Cl)N1n1cnnc1 (stereo unspecified)	99
COc1cc([C@@H]2c3cc4c(c(O)c3C[C@H]3COC(=O)[C@@H]32)OCO4)cc(OC)c1OC	-33*
COc1ccc(C2CC(c3cccc(Nc4ccncc4)c3)=NN2C=O)cc1 (stereo unspecified)	95
OCCOCCOCCN1CCN(C(c2ccccc2)c2ccc(Cl)cc2)CC1 (stereo unspecified)	101
COc1ccc(C(=O)COc2ccc(/C=C3\Oc4ccccc4C3=O)cc2)cc1	76
NC(=S)COc1ccccc1	102
COc1ccc(-c2cc(-c3cc4ccccc4oc3=O)n(-c3ccccc3)n2)cc1	92
COc1ccc(NS(=O)C2CCCCC2)cc1 (stereo unspecified)	18
COc1cc(Br)c(CCC(=O)O)cc1OC	100
CSc1c(-c2nc3ccccc3s2)c(N)nc2c(C(=O)Nc3ccccc3)c(Nc3ccccc3)nn12	104
Nc1ccc2c(c1)C(=O)c1cc(C(=O)O)ccc1-2	113
O=C(O)Cc1sc(=O)[nH]c1O	102&91
C=CCCCCCCCCC1OCC(CC)([N+](=O)[O-])CO1 (stereo unspecified)	94
Nc1ccc(S(=O)(=O)c2ccc(N=Cc3ccccc3)cc2)cc1	96
CN(C)C(=S)N=Nc1c(O)[nH]c2ccccc12	-40*
CC(=O)Nc1sc2c(c1C(N)=O)CCC(=O)C2	103
CCn1cc(-c2ccnc(NCCCNS(=O)(=O)c3ccc(Cl)cc3)c2)c(-c2cccc(O)c2)n1	103
CC(=O)C1=C(C)NC(SCc2nnc(-c3ccc(Cl)cc3)o2)=NC1c1ccc(F)cc1 (stereo unspecified)	89
Cc1ccc(C)n1CCN1CCNCC1	113
Cc1ccc(-c2nc(C#N)c(S(=O)(=O)N3CCN(S(=O)(=O)c4ccc(Cl)cc4)CC3)o2)cc1	80
CCCc1nn2c(-c3ccccc3)nnc2o1	106
CC(=O)[C@H]1CC[C@H]2[C@@H]3C[C@H](C)C4=CC(=O)CC[C@]4(C)[C@H]3C(=O)C[C@]12C	80
Clc1nc2ccccc2o1	100
COc1ccc(S(=O)(=O)NCCCNc2nccc(-c3c(-c4cccc(OC)c4)nc4occn34)n2)cc1	114
COc1ccc(C(O)c2cnc(C)n2Cc2ccccc2)cc1 (stereo unspecified)	94
COc1ccc2c(O)c(/C=C3\N=Nc4ccccc43)oc2c1C[C@H]1CCNC[C@H]1F	14
CCOC(=O)N/N=C/c1ccc(N(C)C)cc1	91
Nn1c(N/N=C/c2nc3ccccc3s2)n[nH]c1=S	136
C#CCn1cccc1CNc1ccc(OC)cc1	-63*
COc1ccc(C(=O)COc2ccc(/C=C3\CCc4cc(OC)ccc4C3=O)cc2)cc1	97
O=C(N/N=C/c1ccc([N+](=O)[O-])cc1)c1ccccc1Nc1ccnc(C(F)(F)F)c1	78
CC1(c2ccncc2)OCCO1	110
NC(=O)NC(=O)/C=C\C(=O)O	88
O[C@@H]1Cc2cc(Br)c3ccccc3c2N[C@H](c2cccs2)C1	17
Cl.Fc1c[c-]c(-c2ccccn2)c(F)c1.[Pt].c1ccc([PH+](c2ccccc2)c2ccccc2[PH+](c2ccccc2)c2ccccc2)cc1	-25*
OC(c1ccccc1)c1cnccc1NC1CCCCC1 (stereo unspecified)	79
Cc1ccc(/C=C(/C#N)C(N)=O)cc1	67
CCOC(=O)CN1C(=O)c2ccccc2C1=O	95
COc1cc(/C=N\NC(=O)CSc2nc3ccccc3c(=O)n2-c2cc(C)ccc2Cl)cc(OC)c1OC	112
Cc1ccccc1Cc1cnc(Nc2ccccn2)s1	99
N#CNC(=S)S	65
CN(C)CC(=O)Nc1cc(Cl)ccc1Oc1ccc(Cl)cc1	83
Cc1nc2sc(C(=O)Nc3ccc(Br)cc3)c(N)c2cc1C(=O)c1ccccc1	99
CC(N)COc1ccccc1 (stereo unspecified)	88&100
O=C1/C(=C/c2ccccn2)SC(=S)N1N1CCOCC1	97
N#Cc1cnc(Nc2nc3ccccc3s2)nc1N	88
COc1ccc(-c2c(C(N)=O)nnn2-c2cc(OC)c(OC)c(OC)c2)cc1	99
C/C(=C(/C)C1CC1CCN(C(=O)c1ccc([N+](=O)[O-])cc1)S(=O)(=O)c1ccc(C)cc1)c1ccc(-c2ccccc2)cc1 (stereo unspecified)	102
O=C(CSc1n[nH]c(-c2ccncc2)n1)c1ccc(Br)cc1	106
O=S(=O)(O)c1nc2ncncc2[nH]1	111
CCOC(=O)c1[nH]c(C)c(I)c1C	88
C=C(C)[C@@H]1CC[C@]2(C(=O)NCc3ccc(OCc4cn(-c5ccc(Cl)cc5Cl)nn4)c(OC)c3)CC[C@]3(C)C(CCC4[C@@]5(C)CCC(OC(C)=O)C(C)(C)C5CC[C@]43C)C12 (stereo partly specified)	114
CC(=O)Nc1ccc(-n2c(C)nc3c(cnn3-c3ccccc3)c2=O)cc1	72
CCCCN(CCCC)CCCOc1ccccc1Cc1ccccc1	50
Nc1ccc(OCCCc2c(N)nc(N)nc2N)cc1	109
CN1C(=O)C2(Nc3cc(Cl)ccc3S2)c2cc(F)ccc21 (stereo unspecified)	97
N#CCCN(CCC#N)/N=N\c1nc[nH]c1C(N)=O	110
Nc1c(C(=O)c2ccc(Br)cc2)sc(S)c1-c1nc2ccccc2s1	115
Cc1ccc(C(=O)C2CN(C)CCC2(O)c2ccc(C)cc2)cc1 (stereo unspecified)	106
Cc1nc2ccc(Cl)cn2c1C(=O)NCc1ccc(OCc2cn(Cc3ccc(Br)cc3)nn2)cc1	101

(continued)
molecule	HL-60(TB)
CC(C(=O)O)/C(=C\c1ccccc1)C(=O)O (stereo unspecified)	101
CCc1ccc(C)[n+]([O-])c1	62
COc1ccc(-c2nn(-c3cccc(Cl)c3)cc2-c2cc(-c3cccs3)no2)cc1	58
Cc1ccc(NS(=O)(=O)c2ccc(N)cc2)cc1NS(=O)(=O)c1ccc(N)cc1	118
COc1ccc2oc(=O)cc(CN(CCCl)CCCl)c2c1	73
Cc1ccc(Nc2nc(N)nc3c2CCc2occc2-3)cc1C	68
CSc1nc(N)nc(N)n1	99
O=C1CC2c3cc(-c4cc5ccccc5o4)ccc3CCN2C(=O)N1c1ccccc1 (stereo unspecified)	70
COc1ccc(S(=O)(=O)NCCNc2cc(-c3cn(C(C)(C)C)nc3-c3ccccc3)ccn2)cc1	72
COc1ccc2c(ccc[n+]2[O-])c1	108
NC(N)=N/N=C(/C[n+]1ccccc1)c1ccc(Cl)cc1	103
O=C(O)c1cn(C2CC2)c2cc(N3CCN(C(=O)CN4C(=O)S/C(=C\c5ccc([N+](=O)[O-])cc5)C4=O)CC3)c(F)cc2c1=O	124

Screening data: PubChem BioAssay, NCI
